# Screens as filed in PubChem.
# bovine MsrA act – bovine MsrA enzyme activators, primary screen, biochemical, absorbance, HTS; Methionine sulfoxide reductase A (Bos taurus); purified bovine MsrA, absorbance read-out; activation, % at 10.6 µM; 0.3% of 360,000 active; in the data active = activation above about 7.5%;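 note: 0% = vehicle and 100% = reference activator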
# SUMO1 PPI mod – modulators of SUMO1 protein-protein interactions, primary screen, biochemical, uHTS | Small ubiquitin-related modifier 1 (Homo sapiens), P63165 | SUMO1 binding to a labelled peptide, TR-FRET, 1 h | inhibition, % at 20 µM | 0.33% of 360,000 active; in the data active = inhibition above about 37%
# Target sequence (P63165 whole entry, looked up): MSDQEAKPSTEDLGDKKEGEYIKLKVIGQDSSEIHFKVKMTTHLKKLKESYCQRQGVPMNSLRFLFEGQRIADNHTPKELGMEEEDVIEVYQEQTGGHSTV
# LMPTP inh – LMPTP phosphatase inhibitors, primary screen, biochemical, fluorescence intensity, uHTS; recombinant LMPTP-A, OMFP fluorogenic substrate; inhibition, % at 20 µM; 0.22% of 360,000 active; Low molecular weight phosphotyrosine protein phosphatase (Homo sapiens), P24666;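 active = compounds that cut the enzyme signal by at least half of the control window in the single-dose screen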;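 note: plate controls were DMSO wells with enzyme plus substrate for no effect and substrate without enzyme for full effect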
# Target sequence (P24666 whole entry, looked up): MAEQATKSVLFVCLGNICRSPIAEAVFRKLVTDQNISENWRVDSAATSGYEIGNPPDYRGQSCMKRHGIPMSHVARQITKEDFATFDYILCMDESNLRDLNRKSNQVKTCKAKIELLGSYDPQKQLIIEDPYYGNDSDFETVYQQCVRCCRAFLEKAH
#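 Test system – LMPTP-A enzyme · Amount – LMPTP-A at 0.625 nM final in the reaction · Buffer or medium – Bis-Tris pH 6.0, DTT, detergent · Reagent – OMFP 400 µM · Doses – single 20 µM dose · Schedule – reaction 50 min, room temperature, dark · Detection – fluorescence intensity of OMFP turnover product · Evaluation – percent inhibition versus substrate-only and uninhibited controls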
# Scp-1 inhibitor – Scp-1 phosphatase inhibitors, primary screen, biochemical, colorimetric, uHTS; Carboxy-terminal domain RNA polymerase II polypeptide A small phosphatase 1 (Homo …; Recombinant Scp1, phosphopeptide, malachite green phosphate absorbance; inhibition, % at 20 µM; 0.88% of 340,000 active; AID 493091, 2011;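 active = inhibition above about 50% at 20 µM, limit read from the data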;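 note: plate controls were DMSO wells with enzyme for no effect and wells lacking enzyme for full effect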
# Target sequence (Q9GZU7 76-261 limits assumed): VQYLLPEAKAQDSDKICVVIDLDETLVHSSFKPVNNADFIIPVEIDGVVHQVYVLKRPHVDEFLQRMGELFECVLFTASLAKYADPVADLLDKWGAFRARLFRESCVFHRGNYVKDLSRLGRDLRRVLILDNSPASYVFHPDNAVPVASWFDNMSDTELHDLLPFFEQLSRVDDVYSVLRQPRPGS
#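 assay system = SCP-1 phosphatase catalytic domain, residues 76-261 | buffer or medium = 50 mM Tris acetate pH 5.5, 0.005% Tween-20, 10 mM MgCl2 | incubation = enzyme reaction 45 min at room temperature, colour 5 min, stabilisation 30 min | signal = Phosphate-binding colour reagent, absorbance read at 630 nm | measure = % inhibition at 20 µM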
# TbMetRS inhib – T. brucei MetRS inhibitors, primary screen, biochemical, luminescence; methionyl-tRNA synthetase (Trypanosoma brucei brucei); purified T. brucei MetRS, ATP depletion, Kinase-Glo luminescence; inhibition, % at 11.9 µM; 0.4% of 360,000 active;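 active = inhibition above a per-plate cutoff of the control wells' mean inhibition plus 3 SD, cut at about 5.5% in these data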;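 note: 0% = DMSO wells median and 100% = median of wells with control inhibitor compound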
#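 technique = Kinase-Glo luminescence, ATP depletion format | system = purified MetRS (methionyl-tRNA synthetase) enzyme from Trypanosoma brucei | timing = 15 min preincubation, 2 h reaction, all 25 °C | evaluation = percent inhibition versus plate control medians | dosing = single dose, 11.9 µM final nominal, 0.9% final DMSO | also added = substrates ATP, L-methionine and bulk Escherichia coli tRNA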
# MsrA inh – bovine MsrA enzyme inhibitors, primary screen, biochemical, absorbance, HTS. Methionine sulfoxide reductase A (Bos taurus). purified bovine MsrA, absorbance read-out. inhibition, % at 15.5 µM. 0.75% of 360,000 active. AID 651718, 2012; in the data active = inhibition above about 4.5%;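 note: 0% = vehicle wells with enzyme and 100% = reference inhibitor wells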
# CendR NRP1 mod – modulators of CendR peptide binding to NRP-1, primary screen, biochemical, fluorescence polarization, uHTS | Neuropilin-1 (Homo sapiens), O14786 | FAM-RPARPAR peptide binding to NRP-1 | inhibition, % at 25 µM | 0.85% of 360,000 active;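 active = inhibition or corrected inhibition above about 18%, plus a signal ratio from 0.5 to 1.5, limit read from the data, passing the limit was not always enough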; note: strong numbers were not always called active
# STEP inh – STEP phosphatase inhibitors, primary screen, biochemical, fluorescence intensity, uHTS; 0.25% of 360,000 active; AID 588621, 2011; recombinant STEP, OMFP fluorogenic substrate; inhibition, % at 20 µM; Tyrosine-protein phosphatase non-receptor type 5 (Homo sapiens), P54829;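 active = inhibition at 20 µM, scaled per plate between control wells, above about 37%, limit read from the data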;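 note: 0% = DMSO with enzyme and substrate and 100% = substrate only without enzyme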
#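 Material: STEP (striatal-enriched tyrosine phosphatase) enzyme, cell-free | Medium: 50 mM Bis-Tris pH 6.0 with 2.5 mM DTT and 0.005% Tween 20 | Read-out: Percent inhibition scaled to no-enzyme and uninhibited-enzyme controls, plate-pattern corrected | Signal: Fluorescence read at 480 nm ex / 540 nm em | Times: 20 min reaction, room temperature, in the dark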
# DNMT1 block – human DNMT1 methyltransferase inhibitors, primary screen, biochemical, molecular beacon, fluorescence, HinP1I cleavage, uHTS; DNA (cytosine-5)-methyltransferase 1 (Homo sapiens), P26358; inhibition (reported as % activation of signal), % at 10 µM; 0.83% of 360,000 active; in the data active = inhibition above about 50%
# eLon inh – inhibitors of E. coli Lon protease, primary screen, biochemical, fluorescence polarization. purified E. coli Lon protease. inhibition, % at 7.94 µM. 0.42% of 360,000 active. AID 602123, 2011; in the data active = inhibition above about 13%, passing the limit was not always enough;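 note: 0% = enzyme with probe and DMSO and 100% = no enzyme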
# * = called active by the depositor; nt = not tested or not shown.
SMILES,bovine MsrA act,SUMO1 PPI mod,LMPTP inh,Scp-1 inhibitor,TbMetRS inhib,MsrA inh,CendR NRP1 mod,STEP inh,DNMT1 block,eLon inh
CC(C)(C)C1CCc2[nH]nc(C(=O)O)c2C1 (stereo not drawn),-2.7,3.6,-1.6,-1.2,-0.1,1.6,-6.4,2.9,5.4,-2.3
CCC(C)NC(=S)N(CCc1ccccc1)Cc1cc2cc(OC)c(OC)cc2[nH]c1=O (stereo not drawn),-1.6,-0.7,2.4,-2.4,-0.3,2.1,-10.0,1.1,-8.4,4.9
O=C(NC1CCCCC1)C1CCN(S(=O)(=O)c2cccc3nonc23)CC1,-2.4,-23.3,-0.7,1.8,-0.5,-0.6,-1.6,-1.1,3.4,-13.7
COC(=O)c1ccc(C2N=C(c3cccs3)CC(c3ccccc3O)N2)cc1 (stereo not drawn),-4.8,-1.7,0.9,-0.4,-0.1,1.6,-3.9,-2.0,1.6,1.5
Cc1cc(C)n(C(=O)CNC(=O)COc2ccccc2)n1,-3.2,0.5,-0.6,-9.1,0.4,-0.2,-6.2,1.5,1.4,9.0
COc1cc(NC(=O)c2c(Cl)cnn2C)c(OC)cc1Cl,-4.6,6.0,-0.1,-5.1,-0.4,0.0,2.8,-2.5,-6.3,-1.3
O=C(Cc1c(F)cccc1Cl)Nc1ccc(S(=O)(=O)N2CCCC2)cc1,-1.6,-4.0,-0.3,-4.5,-0.1,0.6,-1.4,0.5,-2.8,-9.7
CCCCC(=O)Nc1ccc(C2C(=O)c3ccccc3C2=O)cc1,-2.3,-27.4,-0.6,-14.1,-0.7,1.1,9.1,-0.7,0.1,-2.0
CCc1c(C)nc2cc(-c3cccs3)[nH]n2c1=O,1.4,13.3,2.2,-7.0,-0.6,-0.9,3.3,3.2,-3.0,1.6
COCCN(C(=O)CSc1nc2ccccc2c(=O)n1CCOC)c1c(N)n(Cc2ccccc2)c(=O)[nH]c1=O,-1.6,0.3,-0.9,-3.3,-0.9,-1.1,11.5,-0.1,1.9,-2.4
O=C(Cc1cc(=O)[nH][nH]1)N/N=C/c1ccccc1[N+](=O)[O-],-5.9,-14.3,-1.0,-1.4,0.7,1.1,1.7,-0.8,-18.7,5.2
O=CNc1ccccc1,0.3,5.8,-0.5,-6.3,-0.1,0.2,2.4,-0.4,-0.6,-2.1
O=C(O)C(F)(F)C(NCc1ccccc1)c1ccccc1 (stereo not drawn),0.0,-11.8,-2.3,-7.2,0.3,1.7,1.9,-2.2,-4.5,-2.2
Cc1ccc(C2(C(=O)N3CCC(n4nc(-c5ccccc5)oc4=O)CC3)CC2)cc1,0.1,3.7,1.3,-11.3,0.7,nt,6.0,-1.1,-3.1,-0.4
COCCNc1nc(SCC(=O)N2CCN(c3ccccc3OC)CC2)nc2ccccc12,0.1,2.3,1.0,-6.5,0.1,1.6,-12.7,0.6,2.8,-6.7
O=C(c1ccccc1)c1c(-c2ccccc2)[nH]n(-c2ccccc2)c(=O)c1=O,-2.0,-0.7,0.0,-11.4,-0.1,0.7,1.5,-0.4,2.0,8.2
CC1CCN(CC(=O)Nc2ccc(S(=O)(=O)N3C(C)CCCC3C)cc2)CC1 (stereo not drawn),-0.7,5.7,-0.9,-7.3,-0.4,-0.6,6.9,-2.0,-0.7,-0.2
COC(=O)c1ccc(/C=C/C(=O)c2ccc(OC)cc2)cc1,-2.1,-8.7,1.7,-8.7,-0.5,1.3,-1.4,-0.8,0.3,4.8
CC(=O)NCc1ccc(C(=O)CCl)s1,-3.7,2.4,0.4,5.5,0.1,0.2,1.0,1.6,-5.0,-0.2
CCN1C(=O)N[C@H](c2ccc(Br)cc2)C(C(C)=O)=C1C,-3.9,-6.3,-1.6,0.8,-0.3,-0.6,-14.5,-0.8,-3.6,-11.5
COc1ccc(NC(=O)c2sccc2SCC#N)cc1,-0.6,-4.1,-0.7,-6.1,-0.8,0.8,-6.3,-0.3,3.8,-3.7
CC#CC[N+](C)(C)CCCCCCCC,-2.1,-0.1,-2.4,-3.6,0.0,1.1,-5.8,-3.5,4.6,0.2
O=C(CCS(=O)(=O)c1cccc2nonc12)Nc1cccc2c1CCCC2,-4.8,-13.6,-1.2,-3.4,-0.1,-1.1,4.4,2.8,6.1,0.5
COc1ccccc1C(=O)C1CCCN(C(=O)c2snnc2C)C1 (stereo not drawn),-1.9,-7.9,-0.5,7.5,-0.1,0.2,-5.5,-0.2,1.0,2.0
O=C(/C=C/c1ccc2c(c1)OCO2)c1ccc(O)cc1O,-4.0,-13.4,3.2,-5.0,-0.1,1.4,-14.6,-2.8,-7.7,-11.1
COC(=O)C1CC(=O)c2ccsc2C1 (stereo not drawn),-3.4,2.9,-3.9,-11.1,0.8,0.5,3.6,2.1,7.5,-0.4
Cc1ccc(-c2noc(CN3CCN(Cc4ccccc4)CC3)n2)cc1,-0.3,9.4,0.0,-1.8,0.4,-0.5,12.0,0.1,6.2,5.3
CCOC(=O)C1CCN(C(=O)N(CC)CC)CC1,-3.0,2.6,-0.9,-0.8,-0.5,1.9,11.1,-0.1,0.9,-4.2
O=C(CSc1ccc(F)cc1)Nc1ccc(N2CCOCC2)cc1,-6.5,-3.3,-1.9,18.4,-0.5,0.5,-2.9,-1.7,-3.0,12.0
CCCCC[C@H]1CN(CCCC)C(=O)[C@@H]1CC(=O)NCc1ccccc1,-0.7,-2.3,-0.1,-5.2,-0.4,0.5,4.7,-0.9,-2.1,-2.6
COCCCNC(=O)CCc1nnc2ccc(N3CCC(C)CC3)nn12,-3.8,6.0,-3.3,4.5,-0.8,0.1,-1.3,-3.6,0.6,-15.8
S=C(NCCCN1CCOCC1)Nc1ccc(N2CCOCC2)cc1,-2.2,0.9,-2.0,-8.3,-0.5,-1.8,1.0,-0.6,0.0,-9.7
COc1cccc(Nc2nc(N)c([N+](=O)[O-])c(NCc3ccco3)n2)c1,-3.8,-13.9,4.0,-7.8,-0.1,0.3,19.5,-2.0,-3.5,14.5
CSc1ccccc1NC(=O)CSCc1ccc(C)cc1,-1.8,-3.4,0.8,-4.9,-0.6,-0.7,21.6,-10.8,-2.0,2.3
Cc1c(Br)cnn1C(C)C(=O)N1CCN(c2ccc(F)cc2)CC1 (stereo not drawn),-7.2,7.9,0.6,-1.7,-0.4,0.1,8.1,0.8,2.5,4.4
O=C(O)C1CCC(CNS(=O)(=O)c2ccc(Cl)cc2)CC1 (stereo not drawn),-1.9,4.6,-1.1,-3.4,0.5,1.0,3.7,-4.3,5.3,-5.4
CC(C)(C)OC(=O)NCCc1n[nH]c(=S)o1,-5.0,3.8,-1.6,-6.9,-0.6,0.6,27.2*,0.3,2.8,-3.0
Cc1ccc(C(C(=O)NC(C)(C)C)N(C(=O)c2csnn2)C2CC2)cc1 (stereo not drawn),0.0,-2.0,-1.6,-9.5,0.0,1.5,7.9,-1.8,2.3,-8.0
Cc1ccc(N(CC(=O)Nc2cccc(N(C)S(C)(=O)=O)c2)S(C)(=O)=O)cc1,-1.5,-2.5,-1.8,-6.5,-0.4,0.1,3.7,-2.4,0.8,6.8
CN(C)S(=O)(=O)N1CCN(c2ccccc2)CC1,-9.1,-0.2,-2.5,1.8,-1.3,1.2,0.0,1.8,5.9,1.1
